14-3-3 PPI: 14-3-3 gamma protein interaction modulation | inhibition, % at 40 µM | hit rate 0.19% among 160,000 | AID 422 | P61981 | FP, 14-3-3gamma / TMR-pS259-Raf peptide binding; in the data active = inhibition above about 30%;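 note: 0% = protein plus tracer without compound and 100% = blank with tracer alone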
Target sequence (P61981 whole entry, looked up): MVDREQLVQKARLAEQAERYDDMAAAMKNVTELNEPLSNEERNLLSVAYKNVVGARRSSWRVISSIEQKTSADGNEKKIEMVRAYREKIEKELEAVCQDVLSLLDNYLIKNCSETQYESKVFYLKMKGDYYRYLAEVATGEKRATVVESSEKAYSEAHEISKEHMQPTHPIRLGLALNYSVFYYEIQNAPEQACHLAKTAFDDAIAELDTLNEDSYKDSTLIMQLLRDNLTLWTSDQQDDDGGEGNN
* hit, by the source's call; & = joins results of further samples.

SMILES | 14-3-3 PPI
COc1ccc(-c2csc(=Nc3c(C)n(C)n(-c4ccccc4)c3=O)n2-c2ccccc2)cc1 | -4.5
COc1cccc(NC(=O)N(Cc2ccco2)C(C)c2ccco2)c1 (configuration not stated) | -7.0
CCn1ncc(CN2CCN(C(=O)Nc3ccccc3C(=O)OC)CC2)c1C | -7.9
CCOC(=O)c1ccc(NC(=O)c2ccc(OC)cc2)cc1 | 0.9
COc1cc(-c2nc3ccc(Cl)cn3c2Nc2ccc(Cl)cc2)ccc1O | -7.0
Cc1ccc(C(=O)Nc2ccccc2-c2nc3ccccc3s2)cc1C | -2.3
COC(=O)c1ccc(NC(=O)COc2ccc(C34CC5CC(CC(C5)C3)C4)cc2)cc1 | -9.4
CCOC(=O)N1CCC(NC(=O)C(NS(=O)(=O)c2ccc3c(c2)CCN3C(C)=O)C(C)C)CC1 (configuration not stated) | 1.2
O=C(CCn1c(=O)c2ccccc2n(Cc2cccc([N+](=O)[O-])c2)c1=O)NC1CCCC1 | -1.7
CC1(C)CC(=O)C=C(NCCCN2CCCC2=O)C1 | -12.5
OC1C[N+]2(CCCCC2)C1 | 0.8
CCN(CC)CCCNC(=O)c1cc(-c2ccc(C)c(C)c2)nc2ccccc12 | -7.8
Cc1ccc(C)c(-c2cn3c4ccccc4n(CCN4CCOCC4)c3n2)c1 | 1.0
COCc1cc(C)[nH]c(=O)c1C#N | 1.1
COC(=O)C(Cc1cncn1COCc1ccccc1)NC(=O)OC(C)(C)C (configuration not stated) | 3.4
COc1ccc2cc3cc(C(=O)NCC4COc5ccccc5O4)sc3nc2c1 (configuration not stated) | -12.1
CC1CCc2nc(NC(=O)Cc3cccs3)sc2C1 (configuration not stated) | -5.4
CCCCNC(=O)c1cc(-c2ccc3c(c2)OCO3)on1 | -11.9
COC(=O)CSc1nc(C)c(Oc2ccccc2)c(=O)[nH]1 | -2.5
COCc1nnc(NS(=O)(=O)c2ccc(OC)cc2)s1 | -11.8
O=C(Nc1cccnc1)c1c(O)c2c([nH]c1=O)CCCC2 | 3.0
Cc1ccc(SCCNS(=O)(=O)c2ccc3c(c2)OCCO3)cc1 | -6.2
CCCOC(=O)C1=C(C)NC(=O)NC1c1cc(Br)ccc1OC (configuration not stated) | -4.0
O=C(CSc1ccc2c(c1)OCCO2)Nc1ccc(Cl)cn1 | -13.2
CCCCC(=O)Nc1c2c(nn1-c1ccc(OC)cc1)CS(=O)C2 (configuration not stated) | -5.6
COc1ccc(Br)cc1CNC(=O)c1ccc(Sc2ccc(Cl)cc2)c(NC(C)=O)c1 | -4.9
Cc1ccc(S(=O)(=O)NCCOc2nc(N(C)C)nc(N3CCOCC3)n2)cc1 | -7.0
CCOc1cc(C2c3c(-c4ccc(OC)cc4)n[nH]c3C(=O)N2c2ccc(Br)cc2)ccc1O (configuration not stated) | 4.5
COc1ccc(N2C(=O)NC3CC2(C)Oc2ccccc23)cc1OC (configuration not stated) | -7.0
Cc1ccc(C)c(NC(=O)CSc2nnc(CNC(=O)c3ccco3)o2)c1 | -5.8
CCOC(=O)c1cc2c(=O)n3cccc(C)c3nc2n(C)c1=N | -7.2
N#Cc1nc(-c2ccco2)oc1NCCc1ccccc1 | -6.6
O=c1oc2ccc(Cl)cc2cc1-c1nc2sc3c(c2c(=O)[nH]1)CCCC3 | -149.4
CCN(CC)CCCNC(=O)Cn1c(=S)[nH]c2ccccc2c1=O | 0.8
C=COCCn1c(=N)n(CCC)c2ccccc21 | 2.0&-9.5
COc1ccc(N2C(=O)CCC(C(=O)Nc3ccc(OC)c(Cl)c3)C2c2ccc(F)cc2)cc1 (configuration not stated) | 4.0
CCOc1cc(CNc2ccc3[nH]c(=O)[nH]c3c2)ccc1OCC(=O)NC(C)(C)C | 2.6
CCCc1[nH]nc2c1C(c1ccc(OC(=O)N3CCOCC3)cc1)C(C#N)=C(N)O2 (configuration not stated) | 1.3
Cn1c(=O)oc2cc(S(N)(=O)=O)ccc21 | -8.7
Cc1ccc(S(=O)(=O)N2CCCC2C(=O)OCc2ccco2)cc1 (configuration not stated) | -2.3
CN(C)c1ccc(-c2nc3cc(N=Cc4cccc([N+](=O)[O-])c4)ccc3o2)cc1 | -12.8
COCC(C)NC(=O)c1cccc(Cl)c1 (configuration not stated) | -3.2
O=C(NCc1ccccc1)C1CCN(S(=O)(=O)c2cccc3nsnc23)CC1 | 14.7
O=C(CCc1cn(Cc2ccccc2)c2ccccc12)NCc1ccc2c(c1)OCO2 | -7.8
CN(C)c1cccc(NC(=O)NC2(C)CCS(=O)(=O)C2)c1 (configuration not stated) | -3.0
O=C(O)c1ccc(NCc2cccs2)c([N+](=O)[O-])c1 | -2.3
O=C(O)c1cc(Nc2nc(N3CCOCC3)nc(N3CCOCC3)n2)ccc1Cl | -12.1
CCOC(=O)c1c(NC(=O)c2cc([N+](=O)[O-])ccc2Cl)sc2c1CCCC2 | -13.8
O=C(COC(=O)c1ccccc1NC(=O)c1ccccc1)c1ccc(Cl)cc1 | -4.6
Cc1cccc(C)c1NC(=O)CN(Cc1ccc(Br)cc1)S(=O)(=O)c1ccccc1 | -0.7
O=C1c2[nH]nc(-c3ccc(F)cc3)c2C(c2cccc([N+](=O)[O-])c2)N1c1ccccc1 (configuration not stated) | 1.7
O=C(Nc1ccccc1-c1ccccc1)NC1CCN(C(=O)N2CCOCC2)CC1 | -5.0
COC(=O)C(Cc1c[nH]c2ccccc12)NC(=O)c1cc(O)cc(O)c1 (configuration not stated) | -14.7
Oc1ccc(-c2[nH]ncc2-c2nc3ccccc3s2)c(O)c1 | -7.0
CCOC(=O)C1=C(C)N(c2ccccc2)C(C)=C(C(=O)OCC)C1c1cccc([N+](=O)[O-])c1 | 5.4
Cc1cc(N(CC(=O)O)S(C)(=O)=O)ccc1Br | -7.9
CC12CCC(C(=O)N(c3nc4c(s3)CCCC4)C1=O)C2(C)C (configuration not stated) | -6.2
CCN(C(=O)CSc1nc2ccccc2o1)C12CC3CC(CC(C3)C1)C2 | -30.9
Cn1cc(C(=O)NCCCN2CCCCCC2)c(=O)c2cc(S(=O)(=O)N3CCCC3)ccc21 | -5.2
Nc1c(C(=O)Nc2ccccc2)sc2nc3c(cc12)CCCC3 | -1.3

(more compounds)
SMILES | 14-3-3 PPI
O=C(c1cccc(F)c1)N1CCN=C1SCc1cccnc1 | -2.0
CSc1ccc(C2C(C(=O)N(C)C)=C(C)Nc3nc4ccccc4n32)cc1 (configuration not stated) | -3.7
COc1ccccc1NC(=O)CCN1CCCC1 | -7.4
COc1cc(OC)cc(C(=O)Nc2c3c(nn2-c2cccc(C)c2C)CSC3)c1 | 2.7
CCc1ccc(CNC(=O)CCS(=O)(=O)Cc2ccc(Cl)cc2)cc1 | 1.8
COc1ccc(C(C)=O)c2c(O)cccc12 | 3.3
COc1ccc(Oc2coc3cc(OC(=O)c4ccc(F)cc4)ccc3c2=O)cc1 | -0.1
CC(C)(C)OC(=O)C(=O)N1N=C(C2CCCCC2)CC1(O)C(F)(F)F (configuration not stated) | 2.5
Cc1ccc(OCC(=O)Nc2ccc3nn(-c4ccc(Cl)cc4)nc3c2)cc1 | 0.4
CCn1cc(C(=O)OC)c(=O)c2cc(S(=O)(=O)N(C)C3CCCCC3)ccc21 | -11.7
CCCCOc1ccc(-c2csc(NC(=O)c3cc4cc([N+](=O)[O-])ccc4oc3=O)n2)cc1 | -0.8
C=CCn1c(SCCOc2ccccc2)nc2sc(C)c(C)c2c1=O | -12.3
O=C(Cc1ccc(S(=O)(=O)N2CCCC2)s1)N1CCOCC1 | -10.5
Cn1c(SCC(=O)N2CCOCC2)nnc1-c1ccccc1 | -9.7
Cn1c(=O)c2c(nc3sccn32)n(C)c1=O | -0.1&5.0
S=c1[nH]nc(Cc2ccccc2)n1Cc1ccco1 | -6.8
Cc1sc2nc3c(C(=O)N4CCCCCC4)cccn3c(=O)c2c1C | 1.6
CCOC(=O)CSc1nc(C2CC2)cc(-c2ccccc2)c1C#N | 0.6
O=C(NCc1ccccn1)NC12CC3CC(CC(C3)C1)C2 | -0.8
COc1cccc(Nc2nnc(SCn3nnc4ccccc4c3=O)s2)c1 | -0.2
Nc1nc2c(s1)CCc1c-2cnn1-c1ccccc1 | -4.3
CCOc1ccc2ccccc2c1CNCCN1CCOCC1 | -1.1
O=C1c2cc([N+](=O)[O-])cc3cc([N+](=O)[O-])cc(c23)C(=O)N1c1ccc(S(=O)(=O)Nc2ccc(Br)cc2)cc1 | -270.0
CCOC(=O)CCc1c(C)c2ccc(OCc3nn[nH]n3)cc2oc1=O | 0.3
CC1=C(C(=O)N(C)C)C(c2ccccc2F)n2c(nc3ccccc32)N1 (configuration not stated) | 1.0
O=S(=O)(c1ccccc1)c1nc(-c2cccs2)oc1SCc1ccccc1Cl | -74.2
Cc1cccc(OCC(=O)Nc2cc(C)ccc2O)c1 | -7.5
COc1ccc(-c2oc3ncnc(NCCCn4ccnc4)c3c2-c2ccc(OC)cc2)cc1 | 0.5
Clc1ccccc1Cn1c2ccccc2c2nc3ccccc3nc21 | -1.3
CC1=C(C(=O)OC2CCCC2)C(c2ccc(Cl)cc2)NC(=O)N1C (configuration not stated) | -9.1
Cc1nc(N2CCN(c3ccccc3)CC2)nc2c1C(=O)CCC2 | -3.2
O=C1C2=C(Nc3[nH]c(=O)[nH]c(=O)c3C2c2ccc(Cl)cc2)c2ccccc21 (configuration not stated) | -44.8
COc1ccc(-c2noc(CCC(=O)N3CCCCC3C)n2)cc1 (configuration not stated) | 4.9
COc1ccc(CCn2c(SCc3ccc([N+](=O)[O-])cc3)nc3ccc(N4CCOCC4)cc3c2=O)cc1OC | -7.8
COc1ccc(S(=O)(=O)N2CCC(C(=O)Nc3ccc(C(F)(F)F)cc3)CC2)cc1OC | -2.1
Cc1[nH]c(=O)[nH]c(=O)c1O | 5.6
COc1cc(NS(=O)(=O)N2CCCC2)cc(OC)c1OC | 5.8
COc1cc(C(=O)Nc2cc(-c3nc4ccccc4[nH]3)ccc2C)cc(OC)c1OC | -1.0
Cn1c(=NCC(O)COc2ccccc2)sc2ccccc21 (configuration not stated) | -1.8
CCOC(=O)c1ccc(NC(=O)c2c(NCc3sccc3C)sc3c2CCC(C)C3)cc1 (configuration not stated) | -103.0
CS(=O)(=O)N(Cc1ccccc1)c1ccc(C(=O)N2CCOCC2)cc1 | 0.8
COc1ccc(-c2ocnc2C(=O)Nc2ccccc2N2CCCCC2)cc1 | -9.4
Cc1onc(-c2ccccc2Cl)c1C(=O)N1CCN=C1SCc1cccnc1 | 3.6&-1.8
CC1CCCCN1CCNC(=O)c1ccc(CS(=O)(=O)Cc2ccc(Cl)cc2)o1 (configuration not stated) | -4.3
N#Cc1ccc(NC(=O)c2cc3n(n2)C(C(F)(F)F)CC(c2ccc(Cl)cc2)N3)cc1 (configuration not stated) | 3.8

Seven entries from above in a different format:
molecule	14-3-3 PPI
COc1cc(C(=O)Nc2cc(-c3nc4ccccc4[nH]3)ccc2C)cc(OC)c1OC	-1.0
Cn1c(=NCC(O)COc2ccccc2)sc2ccccc21 (configuration not stated)	-1.8
CCOC(=O)c1ccc(NC(=O)c2c(NCc3sccc3C)sc3c2CCC(C)C3)cc1 (configuration not stated)	-103.0
CS(=O)(=O)N(Cc1ccccc1)c1ccc(C(=O)N2CCOCC2)cc1	0.8
COc1ccc(-c2ocnc2C(=O)Nc2ccccc2N2CCCCC2)cc1	-9.4
Cc1onc(-c2ccccc2Cl)c1C(=O)N1CCN=C1SCc1cccnc1	3.6&-1.8
CC1CCCCN1CCNC(=O)c1ccc(CS(=O)(=O)Cc2ccc(Cl)cc2)o1 (configuration not stated)	-4.3

Further records:
SMILES | 14-3-3 PPI
O=C(CCc1nc(-c2ccccc2)no1)Nc1cc(C(F)(F)F)ccc1Cl | -17.4
O=C(c1ccc(CS(=O)(=O)c2ccccc2)o1)N1CCOCC1 | -2.6&3.0
CN1C(=O)C(=O)N(c2ccc(I)cc2)C1=O | -1.2
Cc1ccc(NC2CC(=O)N(c3cccc(C(F)(F)F)c3)C2=O)cc1 (configuration not stated) | -8.3
CCN(CC)P(=O)(C(NC(=O)OC)C(F)(F)C(F)(F)C(F)(F)C(F)F)N(CC)CC (configuration not stated) | -1.4
CCOc1cccc(C2C(C(=O)c3ccco3)=C(O)C(=O)N2Cc2ccncc2)c1 (configuration not stated) | -0.5
COc1cc([N+](=O)[O-])ccc1N1C(=O)C2C(c3ccc(Cl)cc3)OC3(C(=O)c4ccccc4C3=O)C2C1=O (configuration not stated) | -19.1
O=C(Nc1c2c(nn1-c1ccc(Cl)cc1)CS(=O)(=O)C2)c1ccccc1F | -3.4
COc1ccc(NC(=O)CSc2nc3ccsc3c(=O)n2Cc2ccccn2)cc1 | -415.9
CCN(CC(=O)NC(=O)NCc1ccco1)Cc1nc2ccccc2c(=O)[nH]1 | -12.4
O=C(O)c1ccccc1C(=O)Nc1ccc(N2C(=O)C3C4CCC(C4)C3C2=O)cc1 (configuration not stated) | -0.5
CCC(=O)Nc1ccccc1C(=O)N1CCOCC1 | 4.9
COc1cccc2cc(C(=O)C3=C(O)C(=O)N(CCCN4CCOCC4)C3c3ccncc3)oc12 (configuration not stated) | -0.9
COc1cccc(-c2cc(C(=O)NC(C)c3ccccc3)no2)c1 (configuration not stated) | -0.3
CCN(CC)CCOC(=O)c1ccc2c(c1)OCCO2 | -1.1

Gathered by group: the compounds so far with a COOH group.
SMILES | 14-3-3 PPI
O=C(O)c1ccc(NCc2cccs2)c([N+](=O)[O-])c1 | -2.3
O=C(O)c1cc(Nc2nc(N3CCOCC3)nc(N3CCOCC3)n2)ccc1Cl | -12.1
Cc1cc(N(CC(=O)O)S(C)(=O)=O)ccc1Br | -7.9
O=C(O)c1ccccc1C(=O)Nc1ccc(N2C(=O)C3C4CCC(C4)C3C2=O)cc1 (configuration not stated) | -0.5

Carrying on:
SMILES | 14-3-3 PPI
CCOC(=O)c1cnc2c(C)cc(C)cc2c1Nc1cc(C)ccc1O | -8.2
CC(=O)Nc1cc(C(=O)N2CCOCC2)ccc1Sc1ccc(C)cc1 | -5.3
CS(=O)(=O)N1CCCC(C(=O)NCCCN2CCCC2)C1 (configuration not stated) | 7.7
CCc1ccc(C2CC(=O)N3CN(c4ccccc4)CSC3=C2C#N)cc1 (configuration not stated) | -0.7
COc1ccc(C2C3=C(CCCC3=O)Nc3nc4ccccc4n32)c(OC)c1 (configuration not stated) | -6.1
Cc1ccc2nc3c(c(N)c2c1)CCN3c1ccccc1 | -1.7&-2.0

High-throughput results deposited in PubChem BioAssay by Emory University Molecular Libraries Screening Center.

Only part of the results is shown; count on the stated rates, not on these rows.
